# High-throughput results (PubChem)
# SENP1 inh – SENP1 (human) catalytic domain inhibition. Q9P0U3. recombinant SENP1 catalytic domain, CyPet-SUMO1-YPet FRET cleavage. inhibition, % at 10 µM. hit rate 0.21% among 360,000. AID 624204;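 active = inhibition at least 30% at 10 µM, raw YFP signal under a set limit, fluorescence ratio 0.5 to 1.5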;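 note: 0% = enzyme with DMSO and 100% = no enzyme wells; some results filed as inactive read as strong as hits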
#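 Compound: 10 µM single point, 0.5% DMSO; Test system: hSENP1 catalytic domain, recombinant; Timing: 50 min reaction at room temperature; Technique: FRET, CFP and YFP emission; Control set: no-enzyme wells low, DMSO-plus-enzyme wells high control.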
# SENP8 block-1 – inhibitors of human SENP8 protease; hit rate 0.64% among 360,000; AID 602440; recombinant SENP8, Nedd8 substrate fluorescence; Q96LD8; inhibition, % at 20 µM; in the data active = inhibition mostly above about 40%, no sharp cut-off; inactive = mostly below about 27%
# Target sequence (Q96LD8 whole entry, looked up): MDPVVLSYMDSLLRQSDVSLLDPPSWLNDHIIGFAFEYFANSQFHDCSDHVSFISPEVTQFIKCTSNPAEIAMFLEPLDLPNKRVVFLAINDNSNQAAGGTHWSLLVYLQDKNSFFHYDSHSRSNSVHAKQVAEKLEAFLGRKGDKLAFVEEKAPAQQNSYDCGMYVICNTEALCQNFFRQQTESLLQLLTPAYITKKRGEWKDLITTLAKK
# SENP8 block-2 – SENP8 protease inhibition; purified SENP8, Z-RLRGG-aminoluciferin cleavage, luminescence; inhibition, % at 10 µM; hit rate 1.2% among 330,000; AID 2540; in the data active = inhibition above about 50%
# HKDC1 inh – HKDC1 (human) hexokinase inhibition; AID 493160; hit rate 0.16% among 340,000; inhibition, % at 20 µM; recombinant HKDC1, G6PDH/diaphorase resazurin coupled fluorescence;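 active = inhibition above about 35% when tested at 20 µM, limit read from the data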;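 note: plate controls were DMSO wells with enzyme for no effect and DMSO wells lacking enzyme for full effect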
#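 Material: recombinant HKDC1 hexokinase; Amount: HKDC1 at 5 µg/mL; Medium: Tris pH 8.0 buffer with MgCl2, Tween-20, BSA, BME; Schedule: 90 min reaction incubation at room temperature, dark; Technique: coupled resazurin fluorescence, excitation 525 nm, emission 613 nm.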
# Apaf1 inhib – inhibitors of human Apaf-1 apoptosome; AID 489030; hit rate 0.71% among 330,000; O14727; inhibition, % at 20 µM; reconstituted apoptosome caspase-3 activity, DEVD-Rh110 fluorescence; active = inhibition of at least 40% at 20 µM;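 note: plate controls were DMSO wells for no effect and DEVD-CHO caspase inhibitor wells for full effect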
#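 System: Apoptosome proteins | Medium: Hepes pH 7.5 with detergent and BSA | Also added: Cytochrome c trigger plus (Z-DEVD)2-Rh110 caspase-3 substrate | Incubation: 30 min compound preincubation, 50 min activation, room temperature | Detection: Rhodamine 110 fluorescence at Ex 480/Em 540 nm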
# SENP6 inh – inhibitors of human SENP6 protease. hit rate 1.8% among 330,000. Q9GZR1. AID 2599. Recombinant SENP6 catalytic domain, aminoluciferin luminescence. inhibition, % at 10 µM;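 active = inhibition above about 50% at the single tested dose, limit read from the data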;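 note: plate controls were DMSO wells with enzyme for no effect and DMSO wells lacking enzyme for full effect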
# Target sequence (Q9GZR1 628-1112 limits assumed): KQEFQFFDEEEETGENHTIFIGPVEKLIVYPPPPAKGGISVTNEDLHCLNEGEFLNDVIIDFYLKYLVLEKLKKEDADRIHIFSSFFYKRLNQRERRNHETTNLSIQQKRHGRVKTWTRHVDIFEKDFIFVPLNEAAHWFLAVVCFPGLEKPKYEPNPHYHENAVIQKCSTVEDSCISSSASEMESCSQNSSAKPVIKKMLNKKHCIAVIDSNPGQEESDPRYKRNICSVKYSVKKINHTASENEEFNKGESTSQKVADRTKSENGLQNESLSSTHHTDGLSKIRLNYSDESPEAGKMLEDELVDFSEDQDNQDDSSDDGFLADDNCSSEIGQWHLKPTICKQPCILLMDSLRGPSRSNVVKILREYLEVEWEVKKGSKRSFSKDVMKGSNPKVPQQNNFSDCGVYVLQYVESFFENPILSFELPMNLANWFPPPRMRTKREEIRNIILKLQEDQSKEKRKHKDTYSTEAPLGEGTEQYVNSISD
# PfG6PD inh – PfG6PD (Plasmodium falciparum) enzyme inhibition. PfGluPho enzyme, NADPH resazurin-diaphorase fluorescence. inhibition, % at 20 µM. hit rate 0.78% among 350,000;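 active = inhibition reaching at least a set limit at 20 µM in the primary screen, cut at about 59% in these data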;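 note: 0% = DMSO wells with substrate and 100% = DMSO wells lacking glucose-6-phosphate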
# SENP7 block – inhibitors of human SENP7 protease | Q9BQF6 | recombinant SENP7, Z-RLRGG-aminoluciferin luminescence, 40 min | inhibition, % at 5 µM | hit rate 1.5% among 330,000 | AID 434973;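 active = inhibition above about 50% at the single test dose, limit read from the data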;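 note: plate controls were DMSO with enzyme for no effect and no enzyme buffer wells for full effect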
# Target sequence (Q9BQF6 706-1050 limits assumed): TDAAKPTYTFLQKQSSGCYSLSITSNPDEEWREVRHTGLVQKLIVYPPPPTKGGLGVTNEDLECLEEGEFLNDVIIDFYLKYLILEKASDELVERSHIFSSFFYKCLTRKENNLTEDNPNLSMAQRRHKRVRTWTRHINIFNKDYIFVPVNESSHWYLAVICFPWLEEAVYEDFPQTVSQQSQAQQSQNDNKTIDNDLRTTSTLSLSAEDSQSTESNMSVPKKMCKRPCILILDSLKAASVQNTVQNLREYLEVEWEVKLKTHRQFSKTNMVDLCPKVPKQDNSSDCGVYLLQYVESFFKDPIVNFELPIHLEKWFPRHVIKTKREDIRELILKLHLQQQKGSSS
# * = called active by the depositor; nt = no result given.
SMILES	SENP1 inh	SENP8 block-1	SENP8 block-2	HKDC1 inh	Apaf1 inhib	SENP6 inh	PfG6PD inh	SENP7 block
CCCCN(C(=O)C1CC(=O)N(c2ccc(CC)cc2)C1)c1c(N)n(CCC)c(=O)[nH]c1=O (stereo not drawn)	-1	2	4	1	3	1	-7	5
COc1ccc(C2=NN(C(N)=S)C(c3ccco3)C2)cc1 (stereo not drawn)	-44	-186	-7	-1	21	5	8	0
CC1Cc2ccccc2N1CC(=O)Nc1ccc2c(c1)OCO2 (stereo not drawn)	-5	-4	-5	-11	9	0	-5	-4
CCCCCn1c(C(Cc2ccccc2)NC(=O)COC)nc2ccccc21 (stereo not drawn)	3	4	-7	2	18	-6	0	11
COc1ccc(/C=C/C(=O)Nc2ccc(N3CCOCC3)cc2)cc1	4	26	nt	-1	nt	nt	1	nt
COC(=O)c1cc(C)sc1NC(=O)C1CC=CCC1C(=O)O (stereo not drawn)	1	3	-4	-5	-8	-6	-13	1
O=C(c1ccccc1)c1ccccc1N/C=C/c1nnnn1-c1ccccc1	-2	22	-4	-3	24	5	3	13
CN1CCN(C(c2ccc(C(F)(F)F)cc2)c2cc(Cl)c3cccnc3c2O)CC1 (stereo not drawn)	nt	nt	-1	nt	34	-6	nt	2
CCOC(=O)N1CCN(c2cc(=O)n(-c3ccc(C)cc3)c(=O)[nH]2)CC1	1	8	5	-6	-11	-31	-5	-2
CCOC(=O)c1ccc(S(=O)(=O)NCC(C)(C)N2CCOCC2)cc1	0	11	1	-5	8	1	-8	-4
COc1ccc(C(=O)N/C(=C\c2ccco2)C(=O)NC2CCS(=O)(=O)C2)cc1 (stereo not drawn)	0	15	-8	-11	-1	-10	8	-5
COc1ccccc1C(=O)NC(=O)COC(=O)Cn1cnc2c1c(=O)n(C)c(=O)n2C	2	-8	9	-3	-5	3	-14	-3
O=S(=O)(NCCC1=CCCCC1)c1ccccc1Cl	1	12	-5	-2	2	-1	-2	0
Cc1c(NC(=O)C(=O)/C=C(/O)c2ccccc2)c(=O)n(-c2ccccc2)n1C	2	3	1	6	-1	-13	1	4
CN(C)c1oc(-c2ccccc2F)nc1C#N	1	-414	6	0	-14	6	-9	0
Cn1cc(Cl)nc1C(O)c1ccccc1 (stereo not drawn)	-3	26	-8	3	-4	-5	-18	-1
Cn1c(=O)[nH]c2nc[nH]c2c1=O	-3	13	-4	-5	-3	9	0	4
COc1cc(/C=N/n2cnc3c(sc4nc(C)cc(C)c43)c2=O)ccc1O	nt	nt	5	-4	9	-11	-1	-7
COCc1cc(=O)n2c(-c3ccccc3OC)n[nH]c2n1	-14	-26	-7	-13	-1	-11	5	5
CCn1cc(C(=O)Nc2cccc(C(=O)OC)c2)c(=O)c2ccc(C)nc21	1	8	-1	-10	1	-22	9	-11
CC(=O)c1c(C)[nH]c(C(=O)OCc2ccc(F)cc2Cl)c1C	1	1	-7	-2	-9	-12	8	6
Cc1ccc2c(c1)cc(CN(Cc1cccnc1)C(=O)c1ccccc1)c1nnnn12	-1	8	-2	-3	-3	-15	-4	6
COCCOc1nc2c(c(=O)n(C)c(=O)n2C)n1Cc1cccc(OC)c1	-1	20	-1	-3	3	-9	0	-11
C=CC(=O)NN(C)c1ncc(C(F)(F)F)cc1Cl	1	6	10	-7	-8	-9	-13	3
O=C(COC(=O)[C@@H]1CCCN1C(=O)c1cccs1)Nc1ccc(F)cc1[N+](=O)[O-]	0	13	5	-5	4	-6	10	0
CC(C)CNC(=O)c1cccc(C(=O)NCC(C)C)c1	2	8	9	-9	-21	9	-7	-3
CC(C)N=C(NS(=O)(=O)c1ccccc1)C(Cl)(Cl)Cl	1	16	-2	-7	-3	-20	13	-1
Clc1ccc(C2[C@H]3CN(Cc4ccc(-c5ccccc5)cc4)[C@H](c4ccccc4)C34CC2(c2cccnc2)C4)cn1 (stereo partly drawn)	nt	nt	-22	nt	22	-20	nt	10
CC(=O)N1CCCc2cc(S(=O)(=O)N3CCCC(C(=O)Nc4cccc(F)c4)C3)ccc21 (stereo not drawn)	0	9	2	-1	1	9	-8	-2
CCc1ccc(C(C)(O)C(CN2CCOCC2)c2ccccc2)cc1 (stereo not drawn)	1	17	2	-4	10	-19	19	-1
Cc1nc2cc(Cl)ccc2n1-c1ccccc1	1	13	-9	-2	10	-12	15	-3
COc1ccc(C(C)=O)cc1CSc1nnnn1-c1ccc(O)cc1	1	12	-4	0	-14	-10	-10	4
COc1ccc(CNC(=O)C2CC(C)=C(C)CC2C(=O)O)cc1 (stereo not drawn)	-3	14	-2	-3	2	3	4	-9
Cn1nc(N)c2c(-c3ccccc3)c(C#N)c(N)nc21	0	32	-6	-6	-5	2	-16	-6
COc1cccc(NC(=O)CN(c2ccc([N+](=O)[O-])cc2)S(=O)(=O)c2ccccc2)c1	1	6	-9	-7	13	-20	1	-9
O=C(O)c1ccc2c(c1)-c1cc(C(=O)O)ccc1S2(=O)=O	1	-4	-3	1	4	4	4	3
CC1(C)Cc2c(sc3nc(NCCN4CCOCC4)n4ncnc4c23)CO1	-3	-20	-1	4	-9	-14	-1	5
COc1ccc(CN(C(=O)c2ccccc2Br)C2CCS(=O)(=O)C2)cc1 (stereo not drawn)	2	9	11	-6	-9	-2	-8	-6
O=C(CCCc1ccccc1)Nc1cccnc1Cl	0	1	-11	-10	-1	-2	2	-7
Cc1ccc(S(=O)(=O)CCC(=O)Nc2ccc3nc(C)sc3c2)cc1	-2	10	11	0	16	5	-4	4
CCCc1c(C(=O)Nc2ccc(F)cc2F)cnn1-c1ccccc1	4	5	4	-3	-7	-21	6	-3
CN(CC(=O)Nc1cccc(F)c1)C(=O)CCNC(=O)c1ccco1	-1	-6	4	-1	-6	-4	0	9
CCOC(=O)c1ccccc1NC(=O)COC(=O)C1CC(=O)N(c2ccc3c(c2)OCCO3)C1 (stereo not drawn)	2	7	-5	-1	21	-1	6	0
Cc1ccc(CNC(=O)CCC(=O)c2cccs2)cc1	-5	-6	-4	4	3	0	7	-2
CCN(C(=O)CSc1nc2ccc(Cl)cc2[nH]1)C1CCS(=O)(=O)C1 (stereo not drawn)	4	12	-12	1	19	-29	11	-7
COc1ccc(OCCNc2cc(Cl)ccc2[N+](=O)[O-])cc1	1	21	-8	6	2	-12	-5	13
COc1ccccc1Oc1ccc2c(c1)C(=O)N(c1ccc(Br)c3cccnc13)C2=O	-2	10	-2	-6	16	3	14	-1
NC(=O)CC1(CC(=O)O)CCCCC1	0	11	-1	-8	-25	8	12	0
COc1ccc(OC)c(-n2nnnc2SCC(=O)NCc2ccc3c(c2)OCO3)c1	2	3	6	-6	-35	-11	0	0
O=[N+]([O-])c1ccc(CSC2=NCCS2)cc1	-1	24	-2	-5	-5	-4	4	4
C=CCNC(=O)c1ccc2c(c1)S(=O)(=O)c1ccccc1C2=O	2	20	4	1	10	5	-11	2
CCc1ccc2c(c1)C1(C(=O)N2)N2CCCC2C(C(=O)c2ccc3ccccc3c2)C12C(=O)Nc1ccccc12 (stereo not drawn)	-1	7	0	10	23	-8	29	2
O=C(NCc1ccccc1)C(c1ccc(F)cc1)N(Cc1ccco1)C(=O)c1ccccn1 (stereo not drawn)	-2	17	3	-1	8	27	-6	0
C(=C\c1ccccn1)/c1ccncc1	-5	0	-4	-2	4	0	2	-1
O=C(CNC(=O)Cn1ccc2ccccc2c1=O)NCCCN1CCN(c2cccc(Cl)c2)CC1	-1	17	1	-2	13	-2	3	-2
Cc1nn(C(C)C(=O)Nc2ccc(Cl)cn2)c(C)c1[N+](=O)[O-] (stereo not drawn)	1	5	-5	-9	-22	-31	4	80*
CC(NCc1cccc(S(=O)(=O)N(C)C)c1)c1ccc(F)cc1 (stereo not drawn)	1	12	5	1	-14	-10	0	-1
Cc1nc([N+](=O)[O-])c(C(=O)OCc2ccccc2F)n1C	-1	7	-4	-1	-7	-12	-5	-5
Cc1nc(SCc2cccc(F)c2)[nH]c(=O)c1C#N	-2	9	-7	-4	2	19	-9	10
COc1ccc(Nc2oc(-c3ccccc3F)nc2C#N)cc1	1	-333	4	-2	-8	-7	2	-3

# A draw from above in order of SMILES length, smallest number first.
SMILES	SENP1 inh	SENP8 block-1	SENP8 block-2	HKDC1 inh	Apaf1 inhib	SENP6 inh	PfG6PD inh	SENP7 block
O=[N+]([O-])c1ccc(CSC2=NCCS2)cc1	-1	24	-2	-5	-5	-4	4	4
Cc1nc(SCc2cccc(F)c2)[nH]c(=O)c1C#N	-2	9	-7	-4	2	19	-9	10
Cc1nc([N+](=O)[O-])c(C(=O)OCc2ccccc2F)n1C	-1	7	-4	-1	-7	-12	-5	-5
C=CCNC(=O)c1ccc2c(c1)S(=O)(=O)c1ccccc1C2=O	2	20	4	1	10	5	-11	2
Cc1nn(C(C)C(=O)Nc2ccc(Cl)cn2)c(C)c1[N+](=O)[O-] (stereo not drawn)	1	5	-5	-9	-22	-31	4	80*

# (listing goes on)
SMILES	SENP1 inh	SENP8 block-1	SENP8 block-2	HKDC1 inh	Apaf1 inhib	SENP6 inh	PfG6PD inh	SENP7 block
O=C(C1CC(=O)N(C2CCCC2)C1)N1CCN(c2ccc(F)cc2)CC1 (stereo not drawn)	3	14	1	-7	-2	4	-2	-2
CCOC(=O)c1ccc(NNC(C)=O)c([N+](=O)[O-])c1	0	15	-6	-8	-21	3	-8	-6
CC(C)C1COC(c2cccc3ccccc23)=N1 (stereo not drawn)	0	7	89*	-1	13	96*	3	92*
NCCCC[C@H]1CN=C(N)N1CCC12CC3CC(CC(C3)C1)C2	5	24	-6	-5	3	-6	7	8
COc1ccc(/C=N/N2CCOCC2)cc1O	1	26	-9	-9	5	-6	3	2
O=C(Nc1ccccc1C(=O)O)c1cccc(C(=O)Nc2ccccc2C(=O)O)c1	1	6	71*	9	19	80*	-2	10
CCOC(=O)N1CCN(C(=O)CS(=O)(=O)c2cn(Cc3cccc(F)c3)c3ccccc23)CC1	0	5	-12	-9	-1	-3	-6	-8
O=C(CCc1ccccc1)Nc1nn[nH]n1	1	11	1	-3	5	8	-7	-4
Nc1nc(NC(=O)c2cccs2)nn1-c1ccccc1	3	2	-7	2	0	-17	11	5
O=S(=O)(c1ccccc1Cl)N1CCC(O)(c2cccnc2)CC1	1	4	-3	-5	-1	2	7	-1
COc1ccccc1C(c1nnnn1Cc1ccccc1)N1CCN(c2nc3ccccc3s2)CC1 (stereo not drawn)	0	10	1	8	21	-6	5	-1
Fc1ccc(-c2nnc(CSc3nnc(-c4ccc5c(c4)OCO5)o3)o2)cc1	-3	-5	-19	-3	17	-13	8	-3
Cc1ccc(NC(=O)CN(C)C(=O)C(C)N2CCN(Cc3ccccc3C)CC2)cc1 (stereo not drawn)	0	-3	6	-5	2	-13	-10	2
Cc1ccc(NC(=O)COc2ccc(Br)cc2CO)cc1S(=O)(=O)N1CCOCC1	2	7	-17	-3	4	-19	1	-6
COc1ccccc1NC(=O)CC1C(=O)NCCN1C(=O)Nc1ccccc1 (stereo not drawn)	1	19	-14	-12	5	-10	-13	-11
CCOC(=O)c1cccc(NC(=O)CSc2nnc(-c3ccoc3C)n2CC)c1	1	8	-3	-3	1	-8	6	3
